# High-throughput results: PubChem, several laboratories
# Anthrax LF inh2: Bacillus anthracis LF protease inhibitors, primary screen, biochemical, multiplex microsphere, MLPCN library; Lethal factor (Bacillus anthracis), P15917; multiplex microsphere protease cleavage assay; inhibition, % at 10 µM; 360,000 compounds, 0.12% hits; AID 588501, 2011; also: plate controls were buffer without enzyme for full effect and enzyme alone for no effect
# PfHsp40 rescue: rescue of yeast from PfHsp40 toxicity, primary screen, S. cerevisiae, ATP luminescence. growth rescue, % at 12.5 µM. 340,000 compounds, 0.68% hits. S. cerevisiae expressing PfHsp40, growth rescue; in the data active = growth rescue above about 28%, passing the limit was not always enough; inconclusive = no clear call, values can overlap the other calls;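 also: yeast W303a lacking pdr1 and pdr3 grown in galactose medium; growth measured after three days at 30 °C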
# BoNT-A LC inh2: BoNT/A light chain protease inhibitors, primary screen, biochemical, flow cytometry, MLPCN library | inhibition, % at 10 µM | 360,000 compounds, 0.17% hits | Botulinum neurotoxin type A light chain protease (Clostridium botulinum A str. ATCC 3502) | multiplex microsphere protease substrate cleavage; also: plate controls were buffer without enzyme for full effect and enzyme alone for no effect
# DUSP3 inh: VHR1 phosphatase inhibitors, primary screen, biochemical, absorbance, uHTS; AID 1654, 2009; Dual specificity protein phosphatase 3 (Homo sapiens), P51452; recombinant VHR phosphatase, pNPP absorbance; 290,000 compounds, 0.52% hits; inhibition, % at 13.3 µM; in the data active = inhibition above about 50%; also: some compounds called inactive have numbers as strong as hits
# BH1578 lux ind: inducers of Vibrio cholerae quorum light production without autoinducers, primary screen, BH1578 luxS cqsA deficient, single point | V. cholerae BH1578 lux reporter, luminescence, 6 h | activation, % at 18.7 µM | 350,000 compounds, 0.16% hits; in the data active = activation mostly above about 9.7%, no sharp cut-off; inconclusive = no clear call, values can overlap the other calls; inactive = mostly below about 3.7%; also: not every result past the cut was called active; inactives centre near 0; reference of the scale not given here
# CCHFV vOTU inh: CCHFV vOTU protease inhibitors, primary screen, biochemical, Pep-AMC substrate, fluorescence | inhibition, % at 11.5 µM | 370,000 compounds, 0.55% hits | AID 651958, 2012; in the data active = inhibition above about 30%; also: 0% = vehicle wells with enzyme and 100% = no enzyme wells
# TcdB inh: TcdB glycohydrolase inhibitors, primary screen, biochemical, single point, plate reader; Toxin B (Clostridioides difficile), P18177; TcdB glycohydrolase enzymatic assay; inhibition, % at 9.99 µM; 350,000 compounds, 0.24% hits; AID 652162, 2013; in the data active = inhibition above about 10%
# Target sequence (P18177 whole entry, looked up): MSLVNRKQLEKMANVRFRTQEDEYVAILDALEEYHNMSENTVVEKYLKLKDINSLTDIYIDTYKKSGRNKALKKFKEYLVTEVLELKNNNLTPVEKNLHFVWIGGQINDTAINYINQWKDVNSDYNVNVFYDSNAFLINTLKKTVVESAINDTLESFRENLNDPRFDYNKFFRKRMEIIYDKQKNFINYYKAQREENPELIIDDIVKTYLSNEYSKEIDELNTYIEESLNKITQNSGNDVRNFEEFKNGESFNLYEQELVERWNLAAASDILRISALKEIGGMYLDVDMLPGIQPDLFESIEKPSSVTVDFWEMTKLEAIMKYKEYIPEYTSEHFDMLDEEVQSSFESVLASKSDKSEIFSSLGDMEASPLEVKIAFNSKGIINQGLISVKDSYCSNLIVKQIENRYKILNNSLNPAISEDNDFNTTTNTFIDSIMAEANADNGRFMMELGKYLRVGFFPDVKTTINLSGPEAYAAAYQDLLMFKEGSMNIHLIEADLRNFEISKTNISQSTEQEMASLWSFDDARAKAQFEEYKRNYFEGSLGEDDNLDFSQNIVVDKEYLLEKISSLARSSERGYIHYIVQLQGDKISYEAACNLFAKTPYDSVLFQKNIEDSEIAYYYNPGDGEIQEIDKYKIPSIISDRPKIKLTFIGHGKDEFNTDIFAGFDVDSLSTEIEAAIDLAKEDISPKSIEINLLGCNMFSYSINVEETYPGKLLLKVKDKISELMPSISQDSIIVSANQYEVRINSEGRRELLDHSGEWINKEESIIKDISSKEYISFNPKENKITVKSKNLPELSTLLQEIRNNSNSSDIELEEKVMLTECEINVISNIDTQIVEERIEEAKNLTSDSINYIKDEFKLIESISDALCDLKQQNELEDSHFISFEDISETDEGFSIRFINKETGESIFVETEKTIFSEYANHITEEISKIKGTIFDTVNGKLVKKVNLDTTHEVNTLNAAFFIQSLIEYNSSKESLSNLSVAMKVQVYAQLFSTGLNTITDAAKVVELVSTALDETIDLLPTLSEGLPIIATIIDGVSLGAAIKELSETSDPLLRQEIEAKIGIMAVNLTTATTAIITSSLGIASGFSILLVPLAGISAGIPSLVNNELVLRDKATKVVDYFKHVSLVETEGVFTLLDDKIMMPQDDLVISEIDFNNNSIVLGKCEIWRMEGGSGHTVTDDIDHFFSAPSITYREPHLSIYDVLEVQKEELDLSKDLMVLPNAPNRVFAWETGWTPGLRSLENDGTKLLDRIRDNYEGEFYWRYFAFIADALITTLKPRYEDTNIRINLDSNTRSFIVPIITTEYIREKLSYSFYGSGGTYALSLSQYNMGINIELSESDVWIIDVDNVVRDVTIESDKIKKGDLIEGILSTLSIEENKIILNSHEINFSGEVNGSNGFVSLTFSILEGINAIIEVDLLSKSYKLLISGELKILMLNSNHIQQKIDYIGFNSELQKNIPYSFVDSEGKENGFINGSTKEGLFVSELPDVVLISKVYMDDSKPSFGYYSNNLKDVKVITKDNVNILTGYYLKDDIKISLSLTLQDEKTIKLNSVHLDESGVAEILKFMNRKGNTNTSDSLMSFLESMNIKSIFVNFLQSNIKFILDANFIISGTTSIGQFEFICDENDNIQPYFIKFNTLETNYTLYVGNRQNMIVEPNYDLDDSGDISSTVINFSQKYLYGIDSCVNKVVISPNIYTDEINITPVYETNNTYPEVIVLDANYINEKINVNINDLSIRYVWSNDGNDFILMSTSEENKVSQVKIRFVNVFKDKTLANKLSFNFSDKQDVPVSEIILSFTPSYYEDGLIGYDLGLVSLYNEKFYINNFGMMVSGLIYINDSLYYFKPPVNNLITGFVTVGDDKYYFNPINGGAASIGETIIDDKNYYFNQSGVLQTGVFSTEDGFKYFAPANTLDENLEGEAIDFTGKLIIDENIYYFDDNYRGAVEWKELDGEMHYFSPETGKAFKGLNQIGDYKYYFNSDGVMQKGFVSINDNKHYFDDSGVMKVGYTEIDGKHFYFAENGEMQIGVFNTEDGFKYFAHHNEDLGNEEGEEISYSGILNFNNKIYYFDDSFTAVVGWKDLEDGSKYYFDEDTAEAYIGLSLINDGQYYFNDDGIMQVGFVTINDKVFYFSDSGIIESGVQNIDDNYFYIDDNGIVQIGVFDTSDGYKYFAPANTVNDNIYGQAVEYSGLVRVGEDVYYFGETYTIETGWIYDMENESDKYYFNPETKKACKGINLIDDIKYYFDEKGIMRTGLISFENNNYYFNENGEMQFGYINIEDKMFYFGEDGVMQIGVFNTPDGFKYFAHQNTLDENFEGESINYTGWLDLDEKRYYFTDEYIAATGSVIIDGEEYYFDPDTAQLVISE
# PriA SSB inh: inhibitors of Klebsiella pneumoniae PriA binding to SSB C-terminal tail, primary screen, biochemical, AlphaScreen; PriA–SSB C-terminal tail interaction (Klebsiella pneumoniae); AlphaScreen SSBct-PriA binding, biotinylated peptide; inhibition, % at 33 µM; 430,000 compounds, 0.6% hits; AID 1272365, 2023; in the data active = inhibition mostly above about 37%, no sharp cut-off; inactive = mostly below about 20%;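 also: plate controls were negative control peptide for no effect and reference peptide for full effect; strong numbers were not always called active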
# Y pestis TopoI: Yersinia pestis topoisomerase I inhibitors, primary screen, biochemical, cleavage product accumulation, plate reader, single point. activity, % at 10 µM. Y. pestis Topo-I cleavage product accumulation. 360,000 compounds, 0.064% hits; in the data active = activity above about 50%, passing the limit was not always enough; inconclusive = no clear call, values can overlap the other calls; also: inactives centre near 2
# 3CLpro inhibitor: SARS-CoV 3CLpro protease inhibitors, primary screen, biochemical, quenched FRET. Replicase polyprotein 1ab (Severe acute respiratory syndrome coronavirus), P0C6X7. recombinant SARS-CoV 3CLpro, quenched FRET peptide cleavage. inhibition, % at 6 µM. 290,000 compounds, 0.14% hits. AID 1706, 2009; in the data active = inhibition above about 12%
# Starred values were filed as active, the others as inactive; i = inactive; ? = inconclusive; / = no result given; & = joins results of further samples; ! = repeats disagree. Rule as the data show it, unless noted: active = inhibition above about 30%; inconclusive = no clear call, values can overlap the other calls; inactive = below that. The list is partial; count on the stated rates, not on these rows.
SMILES,Anthrax LF inh2,PfHsp40 rescue,BoNT-A LC inh2,DUSP3 inh,BH1578 lux ind,CCHFV vOTU inh,TcdB inh,PriA SSB inh,Y pestis TopoI,3CLpro inhibitor
COC(=O)c1ccc(NC2c3ncccc3C(=O)N2Cc2cccs2)cc1 (stereo not drawn),-2,0.1,-0.2,14,0.4,-6,1.0,-3,1,1
COc1ccc(NC2=NCCC2)cc1,-8,0.4,0.3,10,i,-12,/,2,2,-6
Cn1nnnc1SCC(=O)c1c(N)n(C)c(=O)n(C)c1=O,0,0.9,-0.1,2,i,1,/,1,6,0
COc1ccc(S(=O)(=O)N2CCN(CC(=O)Nc3sccc3C(N)=O)CC2)cc1OC,4,-0.2,1.6,/,-2.1,1,0.9,-3,-10,/
CCN(CC)c1ccc(C(=O)OCc2c(C)noc2C)cc1,-3,-0.8,-0.2,30,i,12,0.6,-18,30,3
O=C(Nc1cc2nn(-c3ccccc3)nc2cc1Cl)c1ccco1,-4,2.0,0.7,2,-1.4,0,/,5,1,-5
OCc1n[nH]c(CO)n1,-2,-0.1,-0.1,-4,-0.6,-12,/,-1,-1,-5
O=C(CCCN1C(=O)c2cccc3cccc(c23)C1=O)N1CCN(c2ccccc2O)CC1,-2,1.0,0.0,3,-0.1,10,/,3,-8,3
COc1cccc(CNc2ncn[nH]2)c1OCc1ccccc1F,-5,-0.3,0.0,16,-2.2,-11,-1.6,-14,3,-2
CCOC(=O)c1[nH]ncc1CN1CCCC(C(=O)c2ccc(OC)cc2C)C1 (stereo not drawn),0,-1.2,-0.7,-5,-0.4,5,1.2,-9,-5,1
COc1ccc(C(=O)OCc2c(F)cccc2Cl)cc1S(=O)(=O)N1CCOCC1,-10,-0.7,-0.2,/,-0.4,9,1.4,-1,32,/
COC(=O)Nc1nnc(Cc2ccc(OC)cc2)s1,0,4.1,1.8,22,-1.6,2,/,-8,1,-1
CC(=O)C1C2c3ccccc3OC1(C)N=c1s/c(=C/c3cnn(C)c3)c(=O)n12 (stereo not drawn),1,0.2,-0.4,26,/,1,/,/,2,-3
Cc1cccc(N(CC(=O)NC2CCCC2)C(=O)c2cc3cc4cccc(C)c4nc3s2)c1C,5,-0.5,3.6,23,i,4,/,-5,-2,2
CCc1ccc(C(=O)COC(=O)CNC(=O)C2CCCCC2)cc1,0,-0.1,-1.2,/,i,-1,2.3,1,2,/
CC(=O)Nc1c(NC(C)C)c2ccccc2oc1=O,-7,2.2,0.7,14,3.2,-10,/,-8,1,-3
O=C(NCc1ccc(N2CCCC2=O)cc1)c1cn(CCc2ccccc2)nn1,4,1.2,-0.6,22,-1.3,12,/,-7,5,-1
COc1ccc(C2/C(=C(\O)c3cc(C)ccc3C)C(=O)C(=O)N2CCN(C)C)cc1OC (stereo not drawn),5,-0.5,0.5,0,5.0,9,/,/,-1,1
C=CCn1c(SC)nnc1-c1cccc([N+](=O)[O-])c1,10,-1.0,1.2,-1,-0.8,-6,/,-5,3,2
O=C(OCC(=O)N1CCCCC1)c1ccccc1SCC(=O)N1CCCCC1,-4,0.6,0.2,26,-2.7,3,16*,5,12,1
O=c1[nH]c(CSc2nnc(Cc3ccccc3)o2)nc2ccccc12,-2,0.3,0.1,16,-0.2,-5,19*,-17,2,-4
CN(CCCNC(=O)CN1C(=O)CC(C)(C)S(=O)(=O)c2ccccc21)C1CCCCC1,-4,-1.5,0.2,-21,i,-3,0.3,-5,-7,-3
COc1ccc(/C(C)=N/N=C2/NC(=O)CC(C(=O)O)S2)cc1 (stereo not drawn),0,1.2,-0.7,18,-1.9,2,/,/,11,3
CCC(CC)c1ncc[nH]1,6,-0.5,-0.5,30,-1.0,-19,2.6,0,-2,0
CN1CCC(=NNC(=O)C(=O)NC2CCCC2)CC1,-8,0.6,-0.2,16,i,3,/,0,2,-4
Cc1nnc(SCC(=O)N(C)C2CCCCC2)s1,3,-1.2,-0.5,29,-3.0,4,1.1,-4,-10,-3
COc1ccc(N2CCN(C(=O)Cn3nnc(-c4cccs4)n3)CC2)cc1,0,0.0,1.4,18,0.9,-1,/,12,20,0
CCN1CCc2c(sc(NC(=O)C3COc4ccccc4O3)c2C(N)=O)C1 (stereo not drawn),-3,0.4,-2.9,11,i,-9,-0.6,-10,0,0
CCN(CC)c1ccc(NC(=O)c2ccc(S(=O)(=O)N3CCOCC3)cc2)cc1,-7,-1.1,-0.2,/,-2.0,4,-8.2,-1,3,/
CC(=O)c1cccc(NC(=O)CSc2ccc(-c3ccccn3)nn2)c1,2,-0.8,-2.9,19,-0.4,9,3.2,48*!,10,-1

# Sorted by length of the SMILES (low to high): 3 of the compounds above.
SMILES,Anthrax LF inh2,PfHsp40 rescue,BoNT-A LC inh2,DUSP3 inh,BH1578 lux ind,CCHFV vOTU inh,TcdB inh,PriA SSB inh,Y pestis TopoI,3CLpro inhibitor
COC(=O)Nc1nnc(Cc2ccc(OC)cc2)s1,0,4.1,1.8,22,-1.6,2,/,-8,1,-1
CC(=O)Nc1c(NC(C)C)c2ccccc2oc1=O,-7,2.2,0.7,14,3.2,-10,/,-8,1,-3
COC(=O)c1ccc(NC2c3ncccc3C(=O)N2Cc2cccs2)cc1 (stereo not drawn),-2,0.1,-0.2,14,0.4,-6,1.0,-3,1,1

# A few values from the list.
# 3CLpro inhibitor result of CC(=O)Nc1c(NC(C)C)c2ccccc2oc1=O = -3
# 3CLpro inhibitor result of O=c1[nH]c(CSc2nnc(Cc3ccccc3)o2)nc2ccccc12 = -4
# CCHFV vOTU inh result of COc1ccc(C2/C(=C(\O)c3cc(C)ccc3C)C(=O)C(=O)N2CCN(C)C)cc1OC (stereo not drawn) = 9
# PriA SSB inh result of O=C(OCC(=O)N1CCCCC1)c1ccccc1SCC(=O)N1CCCCC1 = 5
# PfHsp40 rescue result of CC(=O)c1cccc(NC(=O)CSc2ccc(-c3ccccn3)nn2)c1 = -0.8
# BH1578 lux ind result of COc1ccc(/C(C)=N/N=C2/NC(=O)CC(C(=O)O)S2)cc1 (stereo not drawn) = -1.9

# Compound profiles, as listed above:
# COC(=O)c1ccc(NC2c3ncccc3C(=O)N2Cc2cccs2)cc1 (stereo not drawn) reads Anthrax LF inh2 = -2; PfHsp40 rescue = 0.1; BoNT-A LC inh2 = -0.2; DUSP3 inh = 14; BH1578 lux ind = 0.4; CCHFV vOTU inh = -6; TcdB inh = 1.0; PriA SSB inh = -3; Y pestis TopoI = 1; 3CLpro inhibitor = 1
# COc1ccc(N2CCN(C(=O)Cn3nnc(-c4cccs4)n3)CC2)cc1 reads Anthrax LF inh2 = 0; PfHsp40 rescue = 0.0; BoNT-A LC inh2 = 1.4; DUSP3 inh = 18; BH1578 lux ind = 0.9; CCHFV vOTU inh = -1; TcdB inh = /; PriA SSB inh = 12; Y pestis TopoI = 20; 3CLpro inhibitor = 0

# Next structures follow:
SMILES,Anthrax LF inh2,PfHsp40 rescue,BoNT-A LC inh2,DUSP3 inh,BH1578 lux ind,CCHFV vOTU inh,TcdB inh,PriA SSB inh,Y pestis TopoI,3CLpro inhibitor
Cn1c(=O)c2c(nc(NCc3ccco3)n2CCc2ccccc2)n(C)c1=O,-2,0.7,0.7,-22,/,4,/,4,0,-1
Cc1cc(C)cc(NC(=S)N(C)C)c1,-26,-0.4,?,1,0.8,-9,-0.2,0,8,5
CC1CCN(C(=O)c2cc3c(ccc4ccccc43)o2)CC1,?,0.8,?,-13,i,10,-0.8,-20,50,2
CCC(=NCc1cccnc1)c1c(O)n(-c2ccccc2)c(=O)[nH]c1=O,-16,/,5.4,4,-0.5,-5,-0.4,-4,-7,2
CN(C)C(=O)COC(=O)/C=C/c1cn(-c2ccccc2)nc1-c1cccs1,3,-0.2,-0.5,7,1.3,-13,4.4,-12,26,1
C[C@H](CO)N1C[C@H](C)[C@@H](CN(C)S(=O)(=O)c2ccc(F)cc2)Oc2c(NC(=O)CCC(F)(F)F)cccc2C1=O,-1,-0.9,0.6,/,-1.3,3,-0.3,-10,-2,/
Cc1cccc(OCC(=O)Nc2ccccc2N2CCCC2)c1C,/,1.8,/,/,0.7,-1,-0.1,1,-7,/
CC(C)CNC(=O)Cn1nc(C(F)(F)F)c2c1CCCC2,0,-0.5,0.3,12,i,-5,2.9,4,2,-4
S=c1[nH]nc(Cc2n[nH]c(=S)n2-c2ccccc2)n1-c1ccccc1,1,0.7,-2.8,6,i,-11,1.3,-7,0,-2
Cc1ccc(CNC(=O)CCSCc2ccc(C)cc2)cc1,1,-0.3,-2.4,-16,i,5,0.5,0,0,0
COc1ccc(N2CCN(C(CNC(=O)C3CCCCC3)c3ccco3)CC2)cc1 (stereo not drawn),0,-0.7,1.5,/,i,6,1.0,26&-5,4,/
CC1=CC(C)(C)Nc2cc(C)c(C)cc21,-1,-0.6,1.8,8,0.5,10,/,20,-11,3
CC(OC(=O)c1cccnc1Cl)C(=O)Nc1ccc2c(c1)OCO2 (stereo not drawn),0,0.4,-2.5,/,18,17,1.4,-8,1,/
O=[N+]([O-])c1ccc(/C=N/N2CCN(Cc3ccccc3)CC2)cc1,-10,-1.1,-0.8,-6,i,9,1.0,/,-3,1
COc1cccc(NC(=O)CNC(=O)c2ccc(C)cc2)c1,-2,0.2,-0.3,5,-0.2,-6,-0.2,-7,1,-1
COCc1cc(C)nc(SCC(=O)Oc2ccc(Cl)cc2)c1C#N,0,-1.2,-0.2,16,-0.8,-5,0.2,-10,25,-5
COCCCNc1nc2nonc2nc1N1CCN(C2CCCC2)CC1,1,0.1,-0.7,26,-0.2,13,-1.1,2,-10,2
O=C(NCc1cccc(Br)c1)c1cc(-c2ccccc2)nn1CC1CC(c2cccnc2)=NO1 (stereo not drawn),-9,0.6,0.0,/,i,-6,0.7,-2,14,/
COCc1c(C(=O)Nc2ccc3nc(N4CCOCC4)sc3c2)oc2ccccc12,4,2.0,1.9,/,-1.2,10,1.4,/,26,/
CCn1c(=O)n(CC)c2cc(S(=O)(=O)N3CCOCC3)ccc21,2,-0.4,-0.4,1,-4.8,1,/,-4,4,0
COc1cc2c(c(OC)c1OC)-c1ccc(NC(=O)c3ccc(F)cc3)c(=O)cc1[C@@H](NC(C)=O)CC2,-7,-3.0,0.5,-15,-0.4,3,-1.6,-10,37,-1
CCCCCCCCCCCn1nnnc1N,4,1.0,-0.1,/,-13,2,-0.1,-10,-7,/
COc1ccccc1NC(=O)CSc1nnnn1C1CCCCC1,-1,0.7,1.9,7,-0.1,25,-0.8,-3,0,-4
COc1cc2c(cc1OC)CN(C(=O)c1cccc(S(=O)(=O)N(C)C)c1)CC2,-5,-0.4,-0.5,-14,0.0,-9,0.9,2,-4,0
CCOc1ccccc1C(=O)NC1CCN(Cc2ccccc2)CC1,3,-0.4,-3.3,31,-0.8,-8,2.0,-12,5,5
C=CC[C@@H](C)CC(=O)C(CCCN=[N+]=[N-])SOOc1ccccc1 (stereo partly drawn),-1,-0.5,-0.3,/,i,6,2.0,-28,23,/
